Compound activity from PubChem.
OXTR ag: human OXTR agonism | P30559 | CHO-OTR cells, Fluo-8 calcium fluorescence; normalized: DMSO 0%, oxytocin 100% | activation, % at 3 µM | hit rate 0.32% among 320,000;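 active = activation above the mean of all tested compounds plus 3 SD, cutoff set per screening run, cut at about 20% in these data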;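 note: peak over basal fluorescence ratio from a 100 s FLIPR kinetic read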
OXTR potentiate: human OXTR potentiation; hit rate 0.061% among 320,000; P30559; AID 2445; activation, % at 3 µM; CHO-OTR cells, Fluo-8 calcium fluorescence, potentiator mode; 0% = oxytocin EC15, 100% = EC100;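 active = activation above that plate's cutoff, the mean activation of tested compounds plus 3 SD, cut at about 6.6% in these data, passing the limit was not always enough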;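 note: 100% uses oxytocin at 75 nM as the full agonist control; some results filed as inactive read as strong as hits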
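Assay system: CHO cell line stably expressing human OTR | Also added: Oxytocin at about EC15, sub-maximal agonist stimulus | Times: Compound 6 min at room temperature before oxytocin, 100 s read | Measured by: Fluo-8 intracellular calcium fluorescence, ex 470-495, em 515-575 nm | Controls: EC15 oxytocin alone as 0%, 75 nM oxytocin as 100%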
CHRM1 antagonist: blocks human M1 muscarinic receptor; CHO-K1 hM1, Fluo-8 calcium fluorescence, ACh EC80 antagonist; P11229; hit rate 1.3% among 360,000; inhibition, % at 3 µM;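 active = percent inhibition above its own plate's cutoff, namely the mean of that plate's compound wells plus 3 SD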;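 note: peak over basal fluorescence ratio during 140 s after agonist addition; 0% = ACh EC80 plus DMSO and 100% = DMSO alone without agonist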
CHRM1 agonist: human M1 muscarinic receptor agonism | hit rate 0.33% among 360,000 | CHO-K1 hM1, Fluo-8 calcium fluorescence, agonist mode; 0% DMSO, 100% acetylcholine EC100 | activation, % at 3 µM | P11229 | AID 588814;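 active = activation above the run's mean compound activation plus 3 SD, cut at about 16% in these data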;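 note: peak over basal fluorescence ratio within a 140 s kinetic read after compound addition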
CHO parental Ca: counter-screen for OX1R antagonists: effect in parental CHO cells; inhibition, % at 5.6 µM; hit rate 0.63% among 330,000; parental CHO-K1, ATP-induced calcium, Fluo-8 fluorescence; AID 463079;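 active = inhibition above that plate's mean sample inhibition plus 3 SD, cut at about 26% in these data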;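 note: 0% = ATP-challenged DMSO wells and 100% = DMSO wells without ATP; some compounds past the cut are filed as inactive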
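Assay system: untransfected parental CHO cell line. Also added: ATP agonist challenge. Dosing: one dose, 5.6 µM nominal. Measured by: Fluo-8 fluorescence. Read-out: % inhibition. Benchmarks: ATP wells versus no-ATP DMSO wells. Repeats: no replicates.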
V1aR counter: V1a receptor agonism, counter-screen for OXTR agonists; activation, % at 3 µM; CHO-V1R cells, Fluo-8 calcium fluorescence, agonist mode; 0% DMSO, 100% 3 nM vasopressin; P37288; AID 2797; hit rate 0.25% among 320,000;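 active = activation above the mean activation of all tested compounds plus 3 SD, per screening run, cut at about 20% in these data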;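 note: signal is peak over basal fluorescence ratio across a 100 second FLIPR read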
Target sequence (P37288 whole entry, looked up): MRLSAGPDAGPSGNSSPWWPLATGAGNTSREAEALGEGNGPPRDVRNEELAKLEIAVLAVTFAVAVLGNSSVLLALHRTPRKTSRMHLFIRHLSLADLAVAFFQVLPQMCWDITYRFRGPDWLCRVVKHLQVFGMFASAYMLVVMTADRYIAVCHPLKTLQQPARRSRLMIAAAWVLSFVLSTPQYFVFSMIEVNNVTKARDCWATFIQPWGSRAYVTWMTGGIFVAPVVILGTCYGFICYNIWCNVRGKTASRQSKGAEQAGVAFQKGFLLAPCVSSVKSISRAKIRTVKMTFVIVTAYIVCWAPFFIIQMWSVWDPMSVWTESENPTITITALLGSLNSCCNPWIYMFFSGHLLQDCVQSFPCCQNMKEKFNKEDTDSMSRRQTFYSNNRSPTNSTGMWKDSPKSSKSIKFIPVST
TAAR1 agonist: human TAAR1 agonism; Q96RJ0; CHO RD-HGA16 TAAR1, Fluo-8 calcium fluorescence; vehicle wells 0%, saturating PEA agonist 100%; activation, % at 3 µM; hit rate 0.99% among 360,000; AID 624467;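 active = activation above the mean activation of all test compounds in the run plus 3 SD, cut at about 38% in these data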
Target sequence (Q96RJ0 whole entry, looked up): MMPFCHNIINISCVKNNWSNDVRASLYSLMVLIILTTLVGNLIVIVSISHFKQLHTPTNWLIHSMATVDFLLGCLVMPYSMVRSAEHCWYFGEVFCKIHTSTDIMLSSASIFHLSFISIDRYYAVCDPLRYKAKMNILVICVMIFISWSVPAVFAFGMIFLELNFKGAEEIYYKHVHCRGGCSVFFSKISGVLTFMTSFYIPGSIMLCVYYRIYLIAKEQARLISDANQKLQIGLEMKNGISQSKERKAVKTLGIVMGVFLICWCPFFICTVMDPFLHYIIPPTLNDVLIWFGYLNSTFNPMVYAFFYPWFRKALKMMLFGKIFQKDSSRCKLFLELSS
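Test system: RD-HGA16 (CHO) cells co-expressing Gα16 and hTAAR1; dosing: one-point dosing at 3 µM (nominal); timing: 17-24 h seeding, 75 min 37 °C dye, 30 min RT; signal: kinetic Fluo-8 calcium fluorescence; read-out basis: % activation relative to PEA EC100 response; controls: DMSO and PEA EC100; replicates: n 1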
CHRM1 PAM: potentiates human M1 receptor response to acetylcholine; P11229; CHO-K1 hM1, Fluo-8 calcium fluorescence, ACh EC20; 0% = ACh EC20, 100% = maximal ACh; activation, % at 3 µM; hit rate 0.088% among 360,000; AID 588819; in the data active = activation above about 19%, passing the limit was not always enough
TAAR1 antag: human TAAR1 antagonism. Q96RJ0. CHO RD-HGA16 TAAR1, Fluo-8 calcium fluorescence, antagonist. inhibition, % at 3 µM. hit rate 1.5% among 360,000. AID 624466;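 active = inhibition above a per-plate cutoff, the mean inhibition of test compounds on that plate plus 3 SD, cut at about 49% in these data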;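 note: 0% = DMSO plus EC80 beta-PEA response and 100% = DMSO alone without agonist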
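Test system – hTAAR1-expressing CHO RD-HGA16 cells, Gα16-coupled · Reagent – β-PEA at EC80 concentration, post-compound challenge · Compound dosing – 3 µM, single point · Timing – 140 s kinetic read after compound, 140 s after agonist · Detection – Fluo-8 intracellular calcium dye fluorescence, real-time kinetic reads · Control set – DMSO and EC80 PEA controls · Repeats – n of 1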
The depositor's hits bear a star; . = not tested or not shown.

SMILES	OXTR ag	OXTR potentiate	CHRM1 antagonist	CHRM1 agonist	CHO parental Ca	V1aR counter	TAAR1 agonist	CHRM1 PAM	TAAR1 antag
CN(CC(=O)Nc1ccccc1Cl)C(=O)c1ccccc1SCC(=O)N1CCCC1	-0.1	-5.2	-17.6	0.7	-10.8	-0.4	1.4	11.1	-6.5
Nc1ccc(-c2nnc(-c3ccc(-c4ccccc4)cc3)o2)cc1	-0.2	-15.9	-14.3	-2.8	-3.8	0.1	2.8	2.2	39.8
NC(=O)Cn1c(O)c(N=NC(=O)CNC(=O)/C=C/c2ccccc2)c2ccccc21	0.6	-6.1	-3.7	-2.2	-6.8	0.1	0.7	10.7	-23.3
Cc1ccc(NCCCn2ccc(NC(=O)OCc3ccccc3)nc2=O)cc1C	.	.	-8.0	1.3	.	.	0.4	5.5	-9.0
CCN1C(=O)[C@@H]2[C@@H](c3ccc(-c4ccc(Cl)c(Cl)c4)c(OC)c3)N3CCC[C@@]3(C(=O)OC)[C@@H]2C1=O	0.2	-8.6	-9.4	-3.3	-4.4	-0.3	7.9	7.3	-6.5
Fc1ccc(-c2oncc2-c2nnnn2-c2ccccc2)cc1F	-2.1	-4.5	-4.7	-4.2	-16.2	-1.1	-2.2	8.6	10.2
CCOC(=O)N1CCN(C(=O)C2CCN(c3ncnc4c3sc3cccc(F)c34)CC2)CC1	9.7	-26.1	30.3	2.0	37.1*	8.5	5.9	-13.1	17.6
O=C(OCC(=O)c1ccc[nH]1)c1ccc([N+](=O)[O-])cc1	0.7	-11.3	5.1	-5.2	8.1	1.9	-1.6	-4.2	-2.5
O=C(O)CCCC(=O)Nc1ccccc1C(=O)N1CCCC1	0.8	1.3	-15.2	-0.3	-1.4	1.4	6.7	1.3	3.3
CCCNC(=O)Cn1cnc2sc(C(=O)Nc3cc(OC)c(OC)c(OC)c3)c(C)c2c1=O	-0.7	-5.1	-4.7	-3.8	-3.2	0.4	.	13.3	.
O=C(Nc1ccc(CN2CCOCC2)cc1)c1ccc(-c2cccc(Cl)c2)o1	1.9	-0.7	1.6	-1.5	-12.8	3.2	21.3	0.8	-2.4
CCC(C)NC(=O)CCn1c(-c2ccccc2)cc(C(C)=O)c1C (stereo not drawn)	0.0	0.8	3.0	-3.6	-12.8	0.2	-0.3	-2.1	0.3
COc1ccc(/C=N\NC(=O)CCc2c(C)n[nH]c2C)c(OC)c1OC	-0.3	1.2	-8.4	-1.9	0.6	-0.2	2.3	10.8	2.4
O=C(COC(=O)c1cccnc1Nc1ccccc1F)NC1CC1	-0.4	-5.2	0.8	0.6	-11.8	-0.5	2.1	2.6	-22.0
COc1ccc(S(=O)(=O)N(C)CC(=O)Nc2ccc3c(c2)OCCO3)cc1	-1.9	-14.1	-6.3	-2.8	5.6	-1.1	1.8	3.1	-19.1
CC(=O)/C=C1\SC(CC(=O)O)C(=O)N1c1ccccc1 (stereo not drawn)	1.3	0.9	-7.3	-4.1	-1.2	1.6	4.8	3.8	4.1
O=C1N[C@H](Cc2ccccc2)COC(=O)[C@@H](Cc2ccc(F)cc2)C/C=C\C[C@H]1CC(=O)N(CCO)Cc1ccccc1	-1.4	-5.2	-1.9	-4.0	-35.7	-0.3	22.7	-6.7	48.5
CC1=NN(c2ccccc2)C(=O)C1C(=O)c1ccc([N+](=O)[O-])cc1 (stereo not drawn)	0.6	-2.2	-5.5	-3.9	-8.7	3.3	10.1	6.9	-2.9
CSCc1cc(N2CCCC2)nc(-c2ccccc2)n1	-2.0	2.0	-4.6	-13.7	-14.7	-2.0	10.4	10.1	-15.3
Cc1ccc(CSc2ccc(-c3ccc4c(c3)OCO4)nn2)cc1	0.9	-8.4	6.3	-2.3	-13.0	0.7	-0.4	-5.6	5.3
Cc1ccccc1NC(=S)NN1CCN(C)CC1	0.7	-7.9	10.7	-5.0	-5.7	-0.1	1.5	-3.2	-1.2
CCCCCCN1C[C@@H](O)[C@H](n2cc(COC(=O)c3ccccc3)nn2)C[C@@H]1c1ccccc1	.	.	-3.5	-6.3	.	.	1.9	-0.3	-1.9
C=CCN1C(=O)/C(=C\c2ccco2)C(C(=O)OC)=C1C	-1.9	-2.0	-4.0	-10.3	-1.3	-0.1	-0.8	0.2	-5.5
COc1ccc(CN2CCC(N3CC(C)OC(C)C3)CC2)c(OC)c1OC (stereo not drawn)	-0.6	1.8	-18.2	-4.8	-8.3	1.7	5.9	15.7	-20.0
Cc1occc1C(=O)NNC(=O)c1ccccc1C(=O)O	-0.7	-10.0	5.5	-5.2	-10.2	0.1	3.1	-10.1	-4.8
COc1ccc(CC(=O)NCc2cccc(Cl)c2)cc1S(=O)(=O)N1CCOCC1	.	.	-15.4	-4.2	.	.	18.1	7.7	-38.1
C[C@H](NC(=O)COc1ccc(Cl)cc1)C(=O)N1CCC2(CC1)NCCc1[nH]cnc12	0.1	-3.9	-4.0	-13.5	5.0	-0.1	1.7	-4.5	-3.9
Cc1ccc(-c2c(NC(=O)c3ccco3)oc3ccccc3c2=O)cc1	-1.8	-3.6	-13.2	1.1	-18.1	-1.4	-0.4	17.3	-21.5
O=C(Nc1cccc(F)c1)[C@@H]1CCCN1	0.2	-2.8	-15.3	-2.0	-4.1	1.3	9.5	6.8	-35.6
CN=C(NC)SC1CC(=O)N(c2ccccc2)C1=O (stereo not drawn)	1.0	-5.4	-3.4	-1.9	-9.6	0.0	2.9	1.7	-4.2
O=C(CN1C(=O)NC2(CCCC2)C1=O)Nc1ccc(F)c(Cl)c1	0.6	-4.0	-8.9	1.7	1.9	2.8	-4.4	12.1	8.6
CCCOc1ccc(-c2nc[nH]c2[N+](=O)[O-])cc1	1.3	-19.1	1.4	-4.1	0.7	0.4	3.6	2.1	4.1
Cc1cccc(C)c1C(=O)N[C@@H](Cc1ccccc1)C(=O)O	-0.2	-9.6	-7.5	-0.3	-5.5	-0.1	4.5	8.0	6.2
COc1ccccc1N1CC(C(=O)NCCN2C(=O)S/C(=C\c3cccnc3)C2=O)CC1=O (stereo not drawn)	0.5	2.3	-0.6	-6.4	-6.1	0.1	7.4	4.1	-4.7
Cc1ccc(-n2c(C)c3c(C)nnc(C)c3c2C)cc1N	-0.1	-4.4	4.1	-8.7	1.2	-0.7	1.4	-7.7	-21.3
COc1ccc(NC(=O)NNC(=O)COc2ccc(Cl)cc2C)cc1OC	0.1	-8.3	-1.7	-3.1	-7.8	-1.0	0.0	3.0	-7.4
Cc1cc2ccccn2c1C(=O)c1ccc(Cl)c([N+](=O)[O-])c1	-2.0	-7.9	10.6	-5.1	-22.3	-1.1	1.7	-10.7	21.4
COc1ccccc1N1CCN(S(=O)(=O)c2c[nH]c(=O)[nH]c2=O)CC1	0.6	-0.2	-17.7	-1.0	1.6	1.0	0.1	11.1	-12.1
COC(=O)COc1cccc(/C=N/NC(=O)CCSc2ccccc2)c1	4.4	-7.0	4.3	-4.7	14.5	3.9	7.3	-2.5	7.2
Cc1ccc(C)c(NC(=S)N2CCC(NC(=O)C3CCCCC3)CC2)c1	1.0	-0.7	-8.8	-11.3	-3.9	-0.1	1.7	7.2	-10.7
CCOC(=O)c1sc2nc(C3CC3)cc(-c3ccc(OC)cc3)c2c1N	0.1	-9.3	1.8	-2.7	-4.2	1.4	12.0	4.7	-7.9
Cc1ccccc1-c1ccnc2[nH]n(-c3ccccc3)c(=O)c12	-0.2	-13.5	0.6	-0.2	-2.0	-0.4	-1.2	2.2	2.8
CCC(=O)Nc1ccc(NC(=O)C23CC4CC(CC(C4)C2)C3)cn1	2.4	0.5	-12.0	-3.4	-3.9	0.6	-0.6	-2.7	12.5
CC(C)C[C@@H](CNCC(=O)[C@H](Cc1ccccc1)NC(=O)c1[nH]cnc1C(=O)N[C@H](CN)CC(C)C)NC(=O)c1nc[nH]c1C(=O)N[C@@H](CC(=O)O)C(=O)O	.	.	-2.1	0.5	.	.	0.2	0.3	-13.6
CCC(C)(C)NC(=O)CN(C(=O)CCC(=O)Nc1nccs1)c1ccc(C)cc1	1.2	-5.1	-2.5	-3.4	-17.0	1.4	6.4	4.0	-17.7
COc1ccc(S(=O)(=O)N(C)CC(=O)N2CCCC2)cc1Cl	-0.8	-14.5	-8.6	-6.9	-21.9	-0.9	9.2	9.9	3.2
COc1ccc(C(C)=O)cc1COC(=O)Cn1cnc2ccccc2c1=O	1.4	-2.5	16.4	1.9	-4.9	1.8	20.5	-10.1	39.9
COc1ccc(Cl)cc1NC(=O)c1cc(C)no1	.	.	-9.8	-3.7	.	.	4.2	10.9	-27.7
CC1=C(C(=O)Nc2cccc(C(=O)NCc3ccc(F)cc3)c2)SCCO1	3.1	-13.0	-15.3	0.6	-13.0	4.5	4.2	14.0	-6.3
O=C(NCC(=O)N1CCN(c2ccccc2)CC1)c1ccccc1	-0.1	-6.7	-2.8	-1.0	-5.1	0.1	-0.3	6.2	5.7
COc1ccc(NC(=O)NNc2cc(N3CCOCC3)nc(N3CCOCC3)n2)cc1	0.9	-3.4	-9.4	0.7	-15.0	0.1	0.1	6.4	2.0
CC(=O)Nc1ccc(Br)cc1C(=O)C(=O)O	3.3	-3.2	-6.7	-1.2	3.4	0.7	2.6	15.2	-15.0
O=C(CN1CCC(O)(c2ccc3c(c2)OCO3)CC1)OC1CCCCC1	0.7	-5.5	5.6	-2.3	2.7	2.9	12.7	-0.7	-21.3
Cc1ccc(SCC(=O)NNC(=O)CCS(=O)(=O)c2ccccc2)cc1	0.3	-0.3	-10.5	-2.5	-16.7	0.8	1.2	5.1	-11.0
CCN1C(=O)[C@H]2[C@@H](c3ccc(-c4ccc(C(C)=O)cc4)c(OC)c3)N3CCCC[C@@]3(C(=O)OC)[C@H]2C1=O	0.1	-0.8	14.3	-3.0	-26.5	2.0	4.0	-6.8	14.7
COc1ccc(-n2c(=S)[nH]c3cc(C(=O)NCCCN4CCCC4=O)ccc3c2=O)cc1	0.7	-5.6	4.3	-5.5	1.2	3.1	8.1	0.8	4.2
O=C(COc1cc(Cl)c(Cl)cc1Cl)N1CCN(c2ccccn2)CC1	0.8	0.0	0.5	-6.3	-16.8	0.2	2.7	5.0	-10.0
